# USP1 inh: Inhibitors of USP1/UAF1: Primary Screen | hit rate 0.23% among 390,000 | recombinant USP1/UAF1, Ub-Rhodamine cleavage fluorescence | Potency, µM (top dose mostly 57.1 µM), for the others: top-dose activity change, negative = inhibition, hits mostly inhibitors | AID 743255, 2014; further: potency means the concentration at half of the fitted maximal effect; on the % scale 0 is the no-effect control and ±100 the full control effect; nearly all actives have a fitted effect of over 60% in size; inactives centre near -12
#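 High-throughput fluorogenic screen: 1nM USP1/UAF1 complex, Ub-Rho substrate 150nM final, 50mM HEPES pH 7.8 with 0.5mM EDTA, 0.1 mg/ml BSA, 1mM TCEP and 0.01% Tween-20.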
# LDHA block: qHTS assay for inhibitors of human lactate dehydrogenase; hit rate 0.15% among 480,000; activity change, % (values are at about 110 or 230 µM); purified LDHA, NADH/diaphorase-resazurin fluorescence; stronger effect = lower value; in the data active means activity change below about -30%; inconclusive means mostly about -25% to -30%;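 further: plate controls were DMSO wells for no effect and wells without enzyme for full effect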
#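 Human LDH5 (2 nM) was incubated with 0.06 mM NADH and 0.2 mM pyruvate for 5 min at room temperature in Tris pH 7.4. Remaining NADH was coupled through diaphorase/resazurin, and resorufin fluorescence was read at 0 and 20 min.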
# GRP78 ERSR act: qHTS for Inducers of the Endoplasmic Reticulum Stress Response (ERSR) in Human Glioma: qHTS | U87-MG GRP78 promoter luciferase reporter, 16 h | Potency, µM, for the others: at the highest dose activation, most hits filed as activators | hit rate 0.02% among 420,000 | AID 602332, 2012; further: potency means the concentration at half of the fitted maximal effect; series mostly up to about 76 µM; % of control where 0% means no effect; nearly all actives have a fitted effect of over 35% in size
#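 Stably transfected U87-MG human glioma cells carrying a GRP78-based luminescent sensor were seeded at 1000 cells/well, pin-dosed with compounds and incubated 16 h. Luciferase reagent was then added, and end-point luminescence was read after 10 min at room temperature.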
# TrxR1 substrate: qHTS Assay for Substrates of Mammalian Selenoprotein Thioredoxin Reductase 1 (TrxR1): qHTS | Thioredoxin reductase 1, cytoplasmic (Rattus norvegicus), O89049 | purified TrxR1 substrate turnover, NADPH consumption readout | Potency, µM (series often up to 114 µM), for inactives: top-dose activity change, negative = substrate turnover | hit rate 0.01% among 390,000 | AID 588456, 2011; further: potency means the concentration at half of the fitted maximal effect; on the % scale 0 is the no-effect control and ±100 the full control effect; nearly all actives have a fitted effect of over 50% in size
#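 Rat TrxR1, dispensed at 90 nM, was prereduced with 400 uM NADPH (final) for 5 min at ~22 deg C, then incubated with compound 15 min before 400 uM selenite. A first-read NADPH fluorescence drop versus no-compound background flagged substrates.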
# Vif-APOBEC3F blk: qHTS for Inhibitors of Vif-A3F Interactions: qHTS; HeLa A3F-eYFP + Vif (tagged APOBEC3F with the HIV-1 protein that degrades it), YFP fluorescence increase; hit rate 0.2% among 390,000; Potency, µM (doses to about 46.1 µM), without a hit: at the top dose activity, negative = active; further: potency means the concentration at half of the fitted maximal effect; % of control where 0% means no effect; nearly all actives have a fitted effect of over 65% in size
#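 Fluorescence increase (Ex 488/Em 500-530) after overnight compound treatment at 37 deg C flags inhibition of Vif-driven A3F-eYFP loss in stable HeLa A3F-eYFP/Vif cells seeded overnight beforehand.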
# mIDH1 inhibitor: qHTS for Inhibitors of mutant isocitrate dehydrogenase 1 (IDH1): qHTS | IDH1-R132H enzyme, NADPH consumption, diaphorase/resazurin fluorescence | Potency, µM (series often up to 76.6 µM), for the others: at the highest dose activity change, negative = inhibition, actives largely listed as inhibitors | hit rate 0.093% among 390,000; further: potency means the concentration at half of the fitted maximal effect; on the % scale 0 is the no-effect control and ±100 the full control effect; nearly all actives have a fitted effect of over 65% in size
# Target sequence (O75874 whole entry R132H, stated change not applied): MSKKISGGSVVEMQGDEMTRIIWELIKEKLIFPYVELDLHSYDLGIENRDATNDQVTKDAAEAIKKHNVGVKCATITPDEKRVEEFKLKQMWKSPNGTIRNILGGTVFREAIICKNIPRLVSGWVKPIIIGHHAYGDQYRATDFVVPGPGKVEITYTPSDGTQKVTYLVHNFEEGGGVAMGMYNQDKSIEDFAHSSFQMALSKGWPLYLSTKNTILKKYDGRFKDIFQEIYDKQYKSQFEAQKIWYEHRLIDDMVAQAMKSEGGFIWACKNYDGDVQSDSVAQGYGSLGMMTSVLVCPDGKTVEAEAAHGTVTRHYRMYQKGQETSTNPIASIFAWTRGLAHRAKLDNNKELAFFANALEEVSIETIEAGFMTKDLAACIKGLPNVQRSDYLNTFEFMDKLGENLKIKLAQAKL
#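 IDH1-R132H (0.5 ug/mL) preincubated 30 min with compound, then NADPH (0.016 mM) and alpha-KG (2 mM) added; 80 min at RT, pH 7.5. Remaining NADPH coupled via diaphorase/resazurin to fluorescence (540/590 nm); concentration-response curves normalized to no-enzyme control.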
# PI4K2A inh: qHTS for small molecular inhibitors of PI4K2A; Phosphatidylinositol 4-kinase type 2-alpha (Homo sapiens), Q9BTU6; purified PI4K2A, ADP-Glo luminescence, 1 h; stronger effect = lower value; hit rate 0.13% among 420,000; activity change, negative = inhibition, % at 76.9 µM; in the data active means activity change below about -50%; inconclusive means mostly about -30% to -49%;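 further: -100% = wells without enzyme as full effect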
#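 PI4K2A activity was measured by ADP-Glo luminescence: enzyme (4 ug/mL stock) and phosphatidylinositol (1.2 mM stock) in Tris pH 7.5/MgCl2/EGTA/Triton X-100 buffer were reacted with ATP (300 microM stock) for one hour at ambient temperature.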
# RXFP1 ag: qHTS Assay for Agonists of the Relaxin Receptor RXFP1. Relaxin receptor 1 (Homo sapiens), Q9HBX9. HEK293T-RXFP1 cAMP TR-FRET, 30 min; response scale: percent of porcine relaxin response, buffer zero. Potency, µM (top dose mostly 57.5 µM), without a hit: top-dose activation, hits mostly activators. hit rate 0.3% among 370,000; further: potency means the concentration at half of the fitted maximal effect; on the % scale 0 is the no-effect control and ±100 the full control effect; nearly all actives have a fitted effect of over 60% in size; many of its hits are not listed in these tables
#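 cAMP rise read by TR-FRET after 30 min, 37C compound exposure (up to 58 uM) in RXFP1-transfected HEK293 cells with Ro 20174 present. EC50 from Hill-equation fits, with 29 nM porcine relaxin as 100% and buffer as basal.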
# Vif-APOBEC3G blk: qHTS for Inhibitors of Vif-A3G Interactions: qHTS; Potency, µM (titrated, usually from 46.1 µM), for inactives: top-dose activity, negative = active, actives largely listed as inhibitors; AID 602310, 2012; hit rate 0.076% among 410,000; DNA dC->dU-editing enzyme APOBEC-3G (Homo sapiens), Q9HC16; HeLa A3G-eYFP + Vif (tagged APOBEC3G with the HIV-1 protein that degrades it), YFP fluorescence, overnight;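 further: potency means the concentration at half of the fitted maximal effect; on the % scale 0 is the no-effect control and ±100 the full control effect; nearly all actives have a fitted effect of over 60% in size; hits raise eYFP signal because A3G escapes Vif-driven loss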
# Target sequence (Q9HC16 whole entry, looked up): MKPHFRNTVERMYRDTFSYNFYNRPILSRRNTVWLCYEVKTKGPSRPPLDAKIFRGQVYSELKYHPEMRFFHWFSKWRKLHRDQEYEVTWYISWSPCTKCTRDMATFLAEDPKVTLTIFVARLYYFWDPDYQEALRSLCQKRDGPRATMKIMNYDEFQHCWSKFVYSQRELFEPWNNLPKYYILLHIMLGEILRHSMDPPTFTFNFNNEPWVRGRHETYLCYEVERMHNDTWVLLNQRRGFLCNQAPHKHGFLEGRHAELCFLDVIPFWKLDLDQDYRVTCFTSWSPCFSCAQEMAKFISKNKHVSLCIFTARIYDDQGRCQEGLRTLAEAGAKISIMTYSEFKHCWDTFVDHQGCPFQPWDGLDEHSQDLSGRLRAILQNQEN
#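 Read-out is eYFP fluorescence (Ex 488/Em 500-530) from Vif-expressing HeLa A3G-eYFP cells; more signal means A3G escaped Vif-mediated degradation. Cells plated overnight, compound pinned in, incubated overnight at 37 deg C.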
# * marks the source's active call; other numbers are inactive results; ? = inconclusive; nt = no result given; & = joins results of further samples; [ ] = another dose, or the depositor's remark. Unless noted, the call rests on the fitted dose curve; in most records, active means well fitted curve in the direction sought with a large enough effect; inconclusive means small, poorly fitted or top-dose-only effect, or another doubt; inactive means no such curve, though single readings can be large; an effect the other way counts as inactive or inconclusive.
# Order of results: TrxR1 substrate	Vif-APOBEC3G blk	RXFP1 ag	LDHA block	Vif-APOBEC3F blk	PI4K2A inh	USP1 inh	GRP78 ERSR act	mIDH1 inhibitor
1: COc1ccc(C(=O)N/C(=C\c2cn(C)c3ccccc23)C(=O)OCCN(C)C)cc1
 : -27%[57.1 µM]	-2%	-0.8%	0	7%	-6	-6%	-5%	3%
2: COC(=O)c1cccc(CSc2nc(-c3ccccc3)c(C#N)c(=O)[nH]2)c1
 : -4%	0%	25%	-13	14%	1	-25%	-5%	0%
3: CC(=O)Nc1cc(C(C)C)c(O)c(C(C)C)c1
 : -9%	3%	-0.1%	-2	0%	-9	1%	-3%	-3%
4: N#Cc1nc(COc2ccccc2Cl)oc1NCCc1ccccc1
 : -10%	-5%	0.4%	8	-21%	8	?	-1%	19%
5: O=C(O)c1ccc(N2C(=O)CC(N3CCC(c4nc5ccccc5[nH]4)CC3)C2=O)cc1 (stereo not drawn)
 : 16%	1%	1.2%	-7	-11%	1	-20%	-2%	0%
6: COC(=O)c1cc(Cl)c(NC(=O)/C=C/c2ccc(OC)c(OC)c2)cc1OC
 : 58%[activator]	-18%	14%	-7	9%	9	-2%	-1%	-5%
7: CC[C@@H](C)[C@@H]1CN([C@@H](CN2CCC[C@H]2CN2C(N)=NC[C@H]2CC(C)C)C(C)C)C(=N)N1CCCC1CCCC1
 : -7%	1%	nt	-2	1%	0	-8%	0%	-6%
8: ON1C(c2ccc(Cl)cc2Cl)N(O)[C@H]2CCCC[C@H]21 (stereo partly drawn)
 : -13%	4%	1.8%	-3	-8%	0	3%	-2%	13%
9: CCCC(=O)NCCc1cc2ccc(OC)cc2[nH]c1=O
 : 8%	-1%	0.4%	6	0%	3	-4%	-3%	4%
10: CC1CCN(C(=O)Cn2cc(SCC(=O)NCc3ccccc3Cl)c3ccccc32)CC1
 : 7%	0%	-1.2%	-8	1%	-2	-4%	-3%	-9%
11: Cc1ccc(OCCCC(=O)NNC(=O)c2ccncc2)cc1
 : 4%	0%	0.9%	-3	7%	-3	-20%	-2%	8%
12: Cc1ccc(C(=O)N2CCN(S(=O)(=O)c3ccccc3[N+](=O)[O-])CC2)o1
 : 8%	0%	1.2%	-10	0%	3	4%	-2%	0%
13: CCOc1ccc2oc(C(=O)N3CCCN(C)CC3)c(C)c2c1
 : 13%	0%	nt	0	6%	4	-7%	-3%	3%
14: CSc1cccc(CN2CCC(Oc3ccc(C(=O)N4CCCCC4)cc3)CC2)c1
 : 4%	1%	-0.5%	-1	-8%	11	-22%	-5%	-7%
15: C#CCCOC(=O)N1C2=NC(C(=O)OC)=C(C(=O)OC)[C@@H]3Nc4ccccc4[C@]23C[C@H]1C(=O)OC
 : 8%	-4%	nt	-3	-10%	-2	-1%	-4%	-7%
16: Cc1ccc(N=Nc2c(C)[nH]n(C(N)=S)c2=O)cc1
 : -9%[57.1 µM]	1%	-1.2%	3	?	5	-20%	2%	17%
17: O=C(CNS(=O)(=O)c1ccc(Cl)c(C(F)(F)F)c1)NC1CCCCCC1
 : -3%	9%	0.8%	-1	-11%	8	-26%	-4%	2%
18: CCN(CC)CCCNC(=S)N(CCO)Cc1cc2cc3c(cc2[nH]c1=O)OCO3
 : 21%	2%	4.1%	-16	2%	3	-5%	-2%	-4%
19: O=C(CSc1ccc2c(c1)OCCO2)NC(=O)NC1CCCC1
 : -10%	2%	-1.1%	-8	-3%	-2	-6%	-2%	2%
20: Cc1cccc(NC(=S)N2CCN(c3ccccc3)CC2)c1
 : -2%[57.1 µM]	-2%	1.0%	-7	1%	-1	-11%	-2%	0%
21: Cc1c(O)ccc2c(CN3CCN(CCO)CC3)cc(=O)oc12
 : 151%[activator]	-1%	12%	5&3	-16%	-2	-18%	-5%	2%
22: CCOc1cccc(C(=O)NC2CCCCC2)c1
 : 3%	2%	0.3%	-3	2%	-1	8%	9%	-1%
23: O=C(NCc1cc(F)ccc1F)C1CCC(=O)N(C2CCCCCC2)C1 (stereo not drawn)
 : 0%	3%	-1.1%	-3	?	-18	-14%	-2%	-2%
24: Cc1ccc(C(=O)N/C(=C/c2ccc(-c3ccc([N+](=O)[O-])cc3)o2)C(=O)NCCCN(C)C)cc1
 : 2%[57.1 µM]	?	nt	-1	?	-6	-10%	-6%	7%
25: N#Cc1cccc(CN2CCC(=O)N([C@H](CO)Cc3ccccc3)CC2)c1
 : -1%&1%	6%&0%	-1.9%	-5	-5%	1	-19%	-3%&-4%	13%
26: Cc1cc(C)cc(NC(=O)CN2CCN(CCN=CC3=C(O)CC(C)(C)CC3=O)CC2)c1
 : -10%	1%	-2.8%	-3	2%	-6	-9%	-3%	4%
27: CCC(=O)NCc1c(C)c(C)n(Cc2ccccc2)c1-n1cccc1
 : 2%	4%	2.0%	-5	-15%	-2	-23%	-3%	3%
28: CCOc1cc(N2CCOCC2)c(OCC)cc1NC(=O)CCS(=O)(=O)c1ccc(Cl)cc1
 : 0%	0%	-1.3%	18	-19%	0	-6%	-5%	5%
29: CCCCN1CCNC[C@@H]1c1ccccc1
 : -3%	1%	0.9%	-3	-6%	-3	22%	-5%	-5%
30: O=C(CSc1nnc2scc(-c3ccc(Cl)cc3)n12)NCc1ccco1
 : 9%	1%	1.9%	-7	-6%	-2	-13%	-3%	14%
31: O=C1c2cccc3cccc(c23)C(=O)N1CCN1CCN(CC(O)COc2ccc3ccccc3c2)CC1 (stereo not drawn)
 : -14%	0%	-0.5%	1	0%	2	-7%	-2%	1%
32: COCCNC(=O)C(c1ccncc1)N(Cc1ccccc1)C(=O)Cn1nnc2ccccc21 (stereo not drawn)
 : -4%	-3%	0.8%	-8	1%	2	-10%	1%	2%
33: CCOC(=O)c1nc(C)nc(Sc2n[nH]c(-c3ccccc3)n2)c1C
 : -8%	?	0.6%	-3	-7%	-1	-28%	-2%	-9%
34: COc1ccc(NC(=O)c2oc3c(c2C)-c2nn(Cc4ccccc4Cl)cc2CC3)cc1OC
 : 8%[11.4 µM]	-8%	?	23	0%	4	1%	-2%	-6%
35: Fc1cccc(NC(=S)Nc2cccnc2)c1
 : -7%[57.1 µM]	1%	-1.3%	-2	14%	0	-10%	2%	1%
36: COC(=O)c1cc(/C=C/c2ccccc2)on1
 : -3%	6%	1.2%	-3	6%	-12	-3%	-4%	13%
37: O=C(NC1CCCCCCC1)c1cccs1
 : -1%	5%	-0.6%	-7	5%	7	?	6%	4%
38: COC(=O)c1sc(NC(=O)c2cnccn2)c(C(=O)OC)c1C
 : -1%[57.1 µM]	0%	nt	-2	2%	2	-2%	-1%	2%
39: COc1ccc(Cl)cc1C(=O)NCc1cnn(C)c1C
 : -3%	-1%	0.0%	0	3%	7	-13%	-2%	5%
40: CCOC(=O)c1[nH]c2ccc(Br)cc2c1NC(=O)CCN1CCC(C)CC1
 : -9%	1%	1.0%	-1	-2%	-4	-8%	-3%	1%
41: COc1cc2nc(Cl)nc(N3CCCCC3)c2cc1OC
 : -1%	-7%	15%	-7	0%	-6	-14%	-1%	11%
42: COc1ccc(CNC(=O)C2CC(C)=C(C)CC2C(=O)O)cc1 (stereo not drawn)
 : 12%	1%	-0.5%	-8	-9%	0	-13%	-4%	-1%
43: CC(C)(CO)CN1CCC(n2nccc2NC(=O)C2CCOC2)CC1 (stereo not drawn)
 : nt	3%	nt	1	-1%	-3	-21%	-2%	8%
44: O=C(c1ccccc1)N1CCC2(CC1)NCCc1[nH]cnc12
 : 8%	-6%	-0.3%	1	-4%	0	-23%	-3%	6%
45: CCC1(CC)C(=O)Nc2ccccc21
 : 8%	-5%	nt	-4	5%	2	-13%	-3%	7%
46: CN(C)S(=O)(=O)N(CC(=O)NCCSCc1ccc(Cl)cc1Cl)c1ccccc1
 : -5%	3%	-2.1%	2	5%	3	-16%	-1%	-5%
47: COc1ccccc1CCC(=O)OCC(=O)N1CCN(S(=O)(=O)c2ccc(C)cc2C)CC1
 : -5%[57.1 µM]	?	-0.2%	1	-3%	3	-15%	-5%	0%
48: Oc1ccc(N=Nc2ccc3ccccc3c2)cc1
 : -3%	-9%	-1.5%	-3	-11%	-15	-21%	16%	-1%
49: C=C(C)Cn1c2ccc(NC(=O)NCCc3cccs3)cc2c(=O)n1C
 : nt	2%	nt	2	nt	-7	nt	4%	nt
50: CC(C)n1c(SCC(=O)Nc2ccccc2N2CCOCC2)nc2c1c(=O)n(C)c(=O)n2C
 : 8%[57.1 µM]	4%	5.7%	-6	0%	-6	-15%	-5%	3%
51: COc1cc(NCCCNC(C)C)c2nccc(C)c2c1
 : -6%	0%	nt	34	?	-15	-23%	-2%	22%

# A portion of the library; rates above refer to the full screens.
